# G9a inh = qHTS Assay for Inhibitors of Histone Lysine Methyltransferase G9a | Potency, µM (titrated, usually from 102 µM), for the others: at the top dose activity, negative = inhibition, hits mostly inhibitors | G9a H3K9 monomethylation, AlphaScreen, 2 h | Histone-lysine N-methyltransferase EHMT2 (Homo sapiens), Q96KQ7 | 8.8% of 350,000 active | AID 504332, 2011; also: % is scaled to controls: 0 for no effect and ±100 for the full control effect; nearly all actives have a fitted effect of over 75% in size
#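 Compounds were preincubated with 20 nM G9a for 15 min, after which biotinylated H3K9 peptide (500 nM) and SAM (20 uM) started a 2 h room-temperature reaction. Monomethylated product was quantified by antibody-based AlphaScreen chemiluminescence.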
# BAZ2B inh = qHTS Assay for Inhibitors of BAZ2B. AlphaScreen BAZ2B-H3K14Ac peptide displacement. Potency, µM (series often up to 114 µM), for inactives: at the top dose activity change, negative = inhibition, actives largely listed as inhibitors. 4.4% of 360,000 active; also: % is scaled to controls: 0 for no effect and ±100 for the full control effect; nearly all actives have a fitted effect of over 60% in size
#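 BAZ2B (50 nM) with biotin-H3(5-23)K14Ac peptide (50 nM) in PBS pH 7.4, 0.01% Tween-20, preformed 30 min, then compound 30 min at room temperature; top concentration 110uM. AlphaScreen streptavidin donor/nickel chelate acceptor beads (10 ug/mL final), 20 min dark, signal read.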
# APE1 inh = qHTS Assay for Inhibitors of the Human Apurinic/apyrimidinic Endonuclease 1 (APE1); DNA repair nuclease/redox regulator APEX1 (Homo sapiens), P27695; recombinant APE1, TAMRA/BHQ-2 abasic DNA cleavage fluorescence; Potency, µM (doses to about 65.8 µM), for the others: at the highest dose activity change, negative = inhibition, most hits filed as inhibitors; 0.35% of 350,000 active; AID 2517, 2012;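 also: plate controls were vehicle for no effect and reference inhibitor for full effect; nearly all actives have a fitted effect of over 55% in size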
# Target sequence (P27695 whole entry, looked up): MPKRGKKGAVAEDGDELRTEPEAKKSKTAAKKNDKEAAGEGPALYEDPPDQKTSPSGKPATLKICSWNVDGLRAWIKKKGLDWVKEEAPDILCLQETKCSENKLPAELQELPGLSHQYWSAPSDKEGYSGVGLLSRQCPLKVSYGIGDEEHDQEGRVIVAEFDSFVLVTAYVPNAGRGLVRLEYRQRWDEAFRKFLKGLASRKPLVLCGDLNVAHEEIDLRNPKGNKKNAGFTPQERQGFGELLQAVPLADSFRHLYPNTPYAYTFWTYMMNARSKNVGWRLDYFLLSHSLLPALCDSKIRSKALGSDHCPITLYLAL
#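 Endonuclease cleavage of a quenched abasic-site DNA duplex (50 nM) by APE1 (0.75 nM) was tracked by TAMRA dequenching. Compounds were preincubated with enzyme 15 min at room temperature; data normalized to buffer-only and DMSO wells plus NSC13755 control.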
# Anesthetic bind = qHTS Assay for Identification of Novel General Anesthetics | Ferritin light chain (Equus caballus), P02791 | apoferritin/1-aminoanthracene competitive binding, fluorescence | Potency, µM (doses to about 77.5 µM), inactives show at the top dose activity change, negative = displacement, usual class: inhibitors | 0.074% of 350,000 active | AID 485281, 2010; also: % is scaled to controls: 0 for no effect and ±100 for the full control effect; nearly all actives have a fitted effect of over 20% in size
#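 In PBS, apoferritin at 10 uM is loaded with 1-AMA from a 50% saturated solution. After 10 min of compound exposure at ambient temperature, reduced 535 nm fluorescence indicates probe displacement.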
# POLK inh = qHTS for Inhibitors of Polymerase Kappa; DNA polymerase kappa (Homo sapiens), Q9UBT6; purified Pol kappa, fluorescent DNA synthesis assay, 10 min; Potency, µM (doses to about 107 µM), for inactives: at the top dose activity, negative = inhibition, usual class: inhibitors; 0.53% of 400,000 active; also: % is scaled to controls: 0 for no effect and ±100 for the full control effect
#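 Here, compound and 10 nM enzyme are combined for 15 min at room temperature; adding 50 nM substrate (final) starts DNA synthesis, tracked by fluorescence at 0 and 10 min against buffer-only wells.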
# POLB inh = qHTS Assay for Inhibitors of DNA Polymerase Beta; P06746; Pol beta primer extension/strand displacement, fluorescence kinetic; Potency, µM (titrated, usually from 114 µM), without a hit: top-dose activity change, negative = inhibition, actives largely listed as inhibitors; 1.3% of 340,000 active; also: % is scaled to controls: 0 for no effect and ±100 for the full control effect
#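 Pol beta (10 nM) and compounds were preincubated 15 min at room temperature, then 50 nM substrate (final) started primer extension/strand displacement. Reads were taken at 0 and 10 min; concentration-response data were fitted to a four-parameter Hill equation.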
# POLI inh = qHTS for Inhibitors of Polymerase Iota. Pol iota fluorescent replication assay, 10 min. Potency, µM (highest dose often 115 µM), inactives show at the highest dose activity, negative = inhibition, actives largely listed as inhibitors. 1% of 390,000 active. AID 588590, 2011
#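 Fluorescent replication assay read twice, at 0 min and 10 min after adding 50 nM (final) substrate. Enzyme (10 nM) and compounds were first incubated 15 min at room temperature; enzyme-free buffer wells were negative controls.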
# POLH inh = qHTS for Inhibitors of Polymerase Eta | DNA polymerase eta (Homo sapiens), Q9Y253 | recombinant Pol eta, fluorescent DNA replication assay | Potency, µM (titrated, usually from 114 µM), without a hit: top-dose activity change, negative = inhibition, actives largely listed as inhibitors | 1.2% of 390,000 active; also: % is scaled to controls: 0 for no effect and ±100 for the full control effect
# Target sequence (Q9Y253 whole entry, looked up): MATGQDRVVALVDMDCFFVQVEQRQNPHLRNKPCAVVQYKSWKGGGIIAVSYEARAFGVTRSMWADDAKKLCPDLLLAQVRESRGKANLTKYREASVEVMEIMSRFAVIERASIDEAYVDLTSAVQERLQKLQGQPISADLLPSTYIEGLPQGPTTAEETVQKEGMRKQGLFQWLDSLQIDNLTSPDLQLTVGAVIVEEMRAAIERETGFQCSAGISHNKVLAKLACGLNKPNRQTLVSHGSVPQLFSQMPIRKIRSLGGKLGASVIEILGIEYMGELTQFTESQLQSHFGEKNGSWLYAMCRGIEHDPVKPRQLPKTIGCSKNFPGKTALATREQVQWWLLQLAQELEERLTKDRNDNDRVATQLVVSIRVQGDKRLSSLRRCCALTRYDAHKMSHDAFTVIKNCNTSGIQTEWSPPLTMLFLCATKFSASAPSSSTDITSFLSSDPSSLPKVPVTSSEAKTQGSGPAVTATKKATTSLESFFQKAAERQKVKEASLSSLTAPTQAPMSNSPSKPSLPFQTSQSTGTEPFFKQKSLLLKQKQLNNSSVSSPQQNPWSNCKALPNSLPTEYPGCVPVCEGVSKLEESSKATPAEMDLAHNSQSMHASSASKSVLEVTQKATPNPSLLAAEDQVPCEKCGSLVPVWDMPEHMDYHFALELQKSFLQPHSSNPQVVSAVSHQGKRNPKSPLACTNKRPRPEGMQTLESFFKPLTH
#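 Pol eta at 10 nM preincubated with compounds 15 min at room temperature; reaction started with fluorescent substrate (50 nM final) and read kinetically at 0 and 10 min.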
# BLM helicase inh = qHTS Assay for Inhibitors of Bloom's syndrome helicase (BLM) | recombinant BLM DNA unwinding, fluorescence dequenching | RecQ-like DNA helicase BLM (Homo sapiens), P54132 | 0.2% of 350,000 active | Potency, µM (titrated, usually from 56.1 µM), inactives show at the highest dose activity change, negative = inhibition, most hits filed as inhibitors;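 also: plate controls were vehicle for no effect and no enzyme for full effect; nearly all actives have a fitted effect of over 35% in size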
# The depositor's hits bear a star; ? = inconclusive; . = no result given; [ ] = dose if it differs, or a comment. Calls follow the shape of the dose curve; as a rule, active = well fitted curve in the direction sought with a large enough effect; inconclusive = small, poorly fitted or top-dose-only effect, or another doubt; inactive = no such curve, though single readings can be large; an effect the other way counts as inactive or inconclusive. Potency is read from the fitted curve at half-maximal effect.
Molecule	G9a inh	BAZ2B inh	APE1 inh	Anesthetic bind	POLK inh	POLB inh	POLI inh	POLH inh	BLM helicase inh
CSCCC(NC(=O)c1ccc(=O)n(C)n1)c1nc2ccccc2[nH]1 (stereo unspecified)	?	18%	1%	-10%	-2%	1%	?	3%	0%
COc1ccc(Br)cc1S(=O)(=O)N1CCN=C1c1ccccc1	12%	-14%	72%[activator]	-11%	-14%	28%	-6%	-10%	1%
O=C1NC2(CCCCC2)C(=O)N1Cc1cccc(C(F)(F)F)c1	12%[59 µM]	-39%	2%	?	10%	-1%	-1%	-13%	-2%
CCc1ccc(OC(C)C(=O)Nc2ccc(S(=O)(=O)Nc3cc(C)on3)cc2)cc1 (stereo unspecified)	-10%	1%	62%[activator]	2%	3%	0%	46%[activator]	-18%	1%
CCOC(=O)c1[nH]c(C)c(C(=O)OCC(=O)Nc2sc3c(c2C#N)CCCCC3)c1C	-7%	-6%	5%	-11%	-10%	-2%	50%[activator]	-8%	-2%
Cc1ccc(CC2CC(=O)N(c3cc(Cl)ccn3)C2=O)cc1 (stereo unspecified)	12%	0%	5%	-1%	-9%	-9%	-25%[58.9 µM]	-11%	-5%
Cc1ccc2c(Cl)c(C(=O)NCCc3ccccc3)sc2c1	-5%[59 µM]	-4%	-3%	-6%	-3%	13%	12%	-25%	-5%
CC(C)Sc1nc2[nH]ncc2c(=O)[nH]1	35µM*	-29%	2%	-5%	-11%	-10%	64%[activator]	-25%	-3%
CCOc1ccc(C(C)NC(=O)c2ccccc2F)cc1 (stereo unspecified)	1%[59 µM]	-5%	-1%	-6%	-13%	67%	16%	-16%	0%
Cc1cccc(N2CCN(C(=S)Nc3ccc4nc(N5CCN(C)CC5)cc(C)c4c3)CC2)c1C	-5%[59 µM]	?	14%	4%	5%	-2%	-28%	-2%	5%
CN(C)C(=O)CCCc1nc(-c2ccc(Cl)cc2)no1	-21%[2.33 µM]	6%	-2%	-8%	7%	31%	19%	-5%	2%
O=C(CCc1ccccc1)NCc1ccc2c(c1)CCN2C(=O)c1ccccc1	2%[59 µM]	0%	.	-18%	-3%[60.1 µM]	20%	19%	-3%	0%
COc1cccc(C(=O)NCCS(=O)(=O)NCCc2ccc(OC)c(OC)c2)c1	?	7%	0%	.	1%	.	58%[activator]	-23%	.
COc1ccccc1C(=O)Nc1ccccc1SC(=O)c1ccccc1OC	3%	-5%	-14%	-10%	6%	-23%	-1%	-14%	-1%
COc1ccc(NC(C)=O)cc1NC(=O)c1ccc2ccccc2c1	17%[59 µM]	-26%	-1%	-14%	17%	3%	14%	-4%	-6%
CC(CCc1ccccc1)NC(=O)c1ccc(Br)o1 (stereo unspecified)	-10%[12.7 µM]	?	23%	-14%	-10%	?	7%	-4%	-1%
CCOc1ccccc1NC(=O)CC(O)(C(F)(F)F)C(F)(F)F	1%[59 µM]	1%	-4%	-16%	-6%	3%	11%	2%	-7%
O=C(O)CSc1nnc(-c2cccnc2)n1Cc1ccccc1	?	-9%	0%	-12%	4%	27%	3%	4%	-1%
COCc1nnc(NS(=O)(=O)c2c(C)cc(C)cc2C)s1	?	-4%	-3%	0%	-1%	-3%	22%	-8%	0%
CCc1[nH]c(=O)[nH]c1C(C)S(=O)(=O)c1ccc(C)cc1 (stereo unspecified)	1.6µM*	-19%	-3%	3%	-5%	1%	52%[activator]	-8%	-1%
COc1ccc(CNC(=O)C2CCN(c3nccs3)CC2)cc1	2%	8%	-4%	-14%	1%	8%	-14%	-4%	2%
CCCN1Cc2cccc(C(=O)NC(C)c3cccs3)c2C1=O (stereo unspecified)	1%[59 µM]	4%	10%	-10%	-6%	1%	-1%	1%	-3%
c1ccc(-c2ccc(C3=Nn4c(nnc4-c4cc(-c5ccccc5)n[nH]4)SC3)cc2)cc1	.	0%	-7%	?	0%	2%	?	-4%	-3%
CN(C(=O)c1cnc2n(c1=O)CCS2)C1CCCCC1	?	2%	2%	-5%	-10%	8%	-12%	2%	-2%
CCC(C(=O)NCCCN1CCN(CC)CC1)n1nc(C)n2c(cc3occc32)c1=O (stereo unspecified)	1%	0%	-3%	-1%	-13%	5%	30%[activator]	-20%	-1%
O=C(CCS(=O)(=O)c1ccc(Cl)cc1)N1CCN(c2ccccc2F)CC1	-29%[59 µM]	6%	-5%	-14%	-18%	47%	23%	-7%	-4%
CCN(Cc1ccccc1)S(=O)(=O)c1ccc(S(=O)(=O)N2CCN(C)CC2)cc1	8%[59 µM]	4%	0%	-12%	14%	12%	34%[activator]	-15%	-2%
CCOC(=O)c1oc2ccccc2c1CN1CCOCC1	?	-23%	4%	-1%	-3%	0%	-5%	-8%	1%
CSCCC(NS(=O)(=O)c1ccc2c(c1)oc(=O)n2C)C(=O)NC1CCCc2ccccc21 (stereo unspecified)	18%	-21%	6%	-2%	4%	-10%	-13%	-7%	-2%
CCN(CC)S(=O)(=O)c1ccc(NC(=S)NC(=O)C(C)C)cc1	-58%[59 µM]	-6%	11%	4%	-1%	1%	10%	-20%	-2%
CCC(OC(=O)C1=Cc2ccccc2OC1)C(=O)NC1CCCC1 (stereo unspecified)	-7%	-2%	-3%	-1%	-9%[60.1 µM]	13%	14%	-2%	-5%
CSc1ncc(C(=O)Nc2ccc(C)cc2C)c(C)n1	?	9%	7%	8%	5%	5%	-20%	-6%	-1%
Cc1cc(NC(=O)Nc2ccc(C)c(C)c2)no1	?	32%	0%	-15%	-4%	2%	80%[activator]	-14%	-4%
Cc1ccc(N(CC(=O)NC2CCCCC2)S(=O)(=O)c2c(C)nn(C)c2C)cc1	.	-3%	-6%	-6%	-14%	-2%	19%	-16%	1%
NCC1CCC(N)C(O[C@@H]2C(O)[C@H](O[C@H]3OC(CO)C(O)C(N)C3O)[C@@H](N)C[C@H]2N)O1 (stereo partly specified)	-3%[2.33 µM]	.	.	2%	-3%[60.1 µM]	.	.	.	3%
CN(C)S(=O)(=O)c1ccc(NC(=O)C2CC3C=CC2C3)cc1 (stereo unspecified)	-10%	2%	13%	7%	-1%	-2%	-11%	-12%	5%
Cc1cc(C)cc(N(CC(=O)NCc2ccc(F)cc2)C(=O)c2snc(C(N)=O)c2N)c1	11%	1%	19%	93%[activator]	12%	25%	5%	-15%	3%
Cc1ccc(CSCC(=O)N2CCN(c3cc(Cl)ccc3C)CC2)cc1	11%[59 µM]	45%[activator]	.	50%[activator]	-1%[60.1 µM]	-2%	6%	-11%	-9%
CC(C)c1ccc(NC(=O)c2ccc3oc(=O)c(S(=O)(=O)c4ccc(F)cc4)cc3c2)cc1	-1%[59 µM]	-12%	.	3%	-3%	51%	-3%	4%	-1%
CC(C)Cc1nnc(NC(=O)CSc2ccccn2)s1	45µM*	-30%	2%	?	-8%	9%	-8%	6%	0%
O=c1onc2n1-c1cc(Br)ccc1OC2	11%[59 µM]	.	-1%	.	7%[60.1 µM]	-10%[57.1 µM]	-7%[58.9 µM]	3%[57.1 µM]	.
CC1=C(C(=O)NC(C)c2ccc3c(c2)OCCO3)C2(CCC(C)CC2)OC1=O (stereo unspecified)	-3%[59 µM]	-1%	-5%	-10%	-14%	-19%	3%	-3%	0%
CCN(CC)C(C)C(=O)Nc1c2c(cc3c1CCC3)CCC2 (stereo unspecified)	-10%[59 µM]	1%	4%	-6%	-21%	2%	-22%	-12%	-4%
FC(F)(F)c1cc(CCN2C(=S)NC[C@@H]2c2ccccc2)cc(C(F)(F)F)c1	-5%[12.7 µM]	-1%	-5%	-13%	8%	-2%	?	-29%	-17%
CSCCC(NC(=O)COc1ccccc1)C(=O)NCC1COc2ccccc2O1 (stereo unspecified)	.	13%	-15%	-9%	-17%	3%	9%	-6%	-3%
S=C(Nc1ccccc1Cl)Nc1ccc(Cl)cc1Cl	-7%[59 µM]	-3%	11%	-20%	-11%	4%	16%	-20%	-1%
Cn1cc(S(=O)(=O)Nc2ccc3c(c2)OCCO3)cn1	-37%	3%	?	-1%	9%	1%	84%[activator]	-5%	0%
COc1ccc(C2C(C#N)=C(N)N(c3cccnc3)C3=C2C(=O)CC(C)(C)C3)cc1OC (stereo unspecified)	35µM*	-29%	6%	-4%	-7%	12%	9%	-15%	-7%

# Another view of some results above:
Structure: Cc1cc(C)cc(N(CC(=O)NCc2ccc(F)cc2)C(=O)c2snc(C(N)=O)c2N)c1
  G9a inh = 11%
  BAZ2B inh = 1%
  APE1 inh = 19%
  Anesthetic bind = 93%[activator]
  POLK inh = 12%
  POLB inh = 25%
  POLI inh = 5%
  POLH inh = -15%
  BLM helicase inh = 3%
Structure: Cc1ccc(CSCC(=O)N2CCN(c3cc(Cl)ccc3C)CC2)cc1
  G9a inh = 11%[59 µM]
  BAZ2B inh = 45%[activator]
  APE1 inh = .
  Anesthetic bind = 50%[activator]
  POLK inh = -1%[60.1 µM]
  POLB inh = -2%
  POLI inh = 6%
  POLH inh = -11%
  BLM helicase inh = -9%
Structure: CC(C)c1ccc(NC(=O)c2ccc3oc(=O)c(S(=O)(=O)c4ccc(F)cc4)cc3c2)cc1
  G9a inh = -1%[59 µM]
  BAZ2B inh = -12%
  APE1 inh = .
  Anesthetic bind = 3%
  POLK inh = -3%
  POLB inh = 51%
  POLI inh = -3%
  POLH inh = 4%
  BLM helicase inh = -1%
Structure: CC(C)Cc1nnc(NC(=O)CSc2ccccn2)s1
  G9a inh = 45µM*
  BAZ2B inh = -30%
  APE1 inh = 2%
  Anesthetic bind = ?
  POLK inh = -8%
  POLB inh = 9%
  POLI inh = -8%
  POLH inh = 6%
  BLM helicase inh = 0%

# These rows are one share of the data, so the mix of outcomes need not match the whole.
